High-throughput results deposited in PubChem by Broad Institute.
PglD inh: inhibitors of Campylobacter jejuni PglD acetyltransferase; purified PglD enzyme, DTNB colorimetric CoA detection; inhibition, % at 12.5 µM; 360,000 tested, 0.098% active; in the data active = inhibition above about 16%, passing the limit was not always enough; inconclusive = no clear call, values can overlap the other calls; note: strong numbers were not always called active
RAD54 inh: blocks human RAD54 Holliday junction branch migration | Q92698 | FAM/BHQ fluorescence | inhibition, % at 10.4 µM | 360,000 tested, 0.14% active | AID 602329;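 active = mean normalized replicate activity at least 40 and at least half of replicates scoring 40 or more; inconclusive = only one of the two criteria met; inactive = mean below 40 and under half of replicates reaching 40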;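 note: 0% = median of neutral control wells and 100% = median of positive control wells; inhibitors cause a drop in the FAM fluorescence signal; in these data hits start at about 50%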
PGC1a acetyl inh: modulators of PGC1a acetylation. U2OS PGC1a acetylation, AlphaScreen anti-acetyl-lysine; with virally co-expressed GCN5 acetyltransferase. inhibition, % at 15.6 µM. 350,000 tested, 0.17% active. AID 651687;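 active = every replicate shows inhibition of at least 40%; inconclusive = mean inhibition at least 40% but some replicate below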;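 note: 0% = neutral control wells and 100% = positive control wells; some results beyond the cut were filed as inactive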
E-selectin induc: E-selectin induction on HUVECs | HUVEC E-selectin immunofluorescence imaging; normalized: neutral wells 0, TNF-alpha wells 100 | P16581 | activation, % at 7.58 µM | 260,000 tested, 0.37% active | AID 686992;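 active = mean E-selectin-positive cell signal at least 10% of the positive control, reached in at least 60% of replicates, without over 20% cell loss; inconclusive = no rule given, readout overlaps actives, possibly toxicity-flagged; inactive = the rest, including those meeting only one limit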;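 note: in these data hits start at about 27%; measured in HUVEC primary endothelial cells; signal is the percent of cells scored E-selectin positive by PE staining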
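Test system: HUVEC; input: 3,000 HUVEC/well; measured by: immunofluorescence imaging; read-out: % PE-positive cells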
miR-122 sensor: miR-122 inhibition in Huh7 cells; activation (reporter increase), % at 12.5 µM; Huh7 miR-122 Renilla luciferase sensor, 48 h; neutral wells = 0, positive control = 100; 340,000 tested, 0.3% active;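 active = mean replicate activation score at least 90 and every replicate individually at or above 90; inconclusive = only one of the two criteria met; inactive = neither criterion met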;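 note: higher luciferase means less miR-122 activity so hits act as miR-122 inhibitors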
Cneo AK release: causes C. neoformans cell lysis; lysis activity, % at 15 µM; AID 651654; adenylate kinase release luminescence, 4 h; normalised: neutral wells 0, clomiphene wells 100; 360,000 tested, 0.2% active;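 active = mean lysis activity across replicates of at least 80%, whatever share of replicates individually reach that level; inactive = mean lysis activity below 80%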
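Material: C. neoformans cells; Schedule: 4 h static compound exposure, 37 °C, read 1 h post-reagent; Measured by: adenylate kinase release luminescence; Read-out: signal increase indicating cell lysis; Controls: Clomiphene as positive lysis control.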
RAD52 anneal inh: RAD52 (human) annealing inhibition; recombinant RAD52 DNA annealing, FRET fluorescence; inhibition, % at 18.7 µM; 360,000 tested, 0.46% active; AID 651710;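 active = every replicate showing at least 50% inhibition; inconclusive = mean inhibition at least 50% but not in every replicate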
ERAP1 HTS inh: inhibitors of human ERAP1 aminopeptidase | recombinant ERAP1, Leu-AMC fluorescence, 60 min | inhibition, % at 10.7 µM | 340,000 tested, 0.15% active | AID 652197;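 active = mean replicate inhibition of at least 30%, or all replicates individually reaching that 30% level; inactive = mean below 30% and not every replicate reaching it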;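 note: 0% = neutral control wells and 100% = L-leucinethiol positive control wells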
Target sequence (Q9NZ08 whole entry, looked up): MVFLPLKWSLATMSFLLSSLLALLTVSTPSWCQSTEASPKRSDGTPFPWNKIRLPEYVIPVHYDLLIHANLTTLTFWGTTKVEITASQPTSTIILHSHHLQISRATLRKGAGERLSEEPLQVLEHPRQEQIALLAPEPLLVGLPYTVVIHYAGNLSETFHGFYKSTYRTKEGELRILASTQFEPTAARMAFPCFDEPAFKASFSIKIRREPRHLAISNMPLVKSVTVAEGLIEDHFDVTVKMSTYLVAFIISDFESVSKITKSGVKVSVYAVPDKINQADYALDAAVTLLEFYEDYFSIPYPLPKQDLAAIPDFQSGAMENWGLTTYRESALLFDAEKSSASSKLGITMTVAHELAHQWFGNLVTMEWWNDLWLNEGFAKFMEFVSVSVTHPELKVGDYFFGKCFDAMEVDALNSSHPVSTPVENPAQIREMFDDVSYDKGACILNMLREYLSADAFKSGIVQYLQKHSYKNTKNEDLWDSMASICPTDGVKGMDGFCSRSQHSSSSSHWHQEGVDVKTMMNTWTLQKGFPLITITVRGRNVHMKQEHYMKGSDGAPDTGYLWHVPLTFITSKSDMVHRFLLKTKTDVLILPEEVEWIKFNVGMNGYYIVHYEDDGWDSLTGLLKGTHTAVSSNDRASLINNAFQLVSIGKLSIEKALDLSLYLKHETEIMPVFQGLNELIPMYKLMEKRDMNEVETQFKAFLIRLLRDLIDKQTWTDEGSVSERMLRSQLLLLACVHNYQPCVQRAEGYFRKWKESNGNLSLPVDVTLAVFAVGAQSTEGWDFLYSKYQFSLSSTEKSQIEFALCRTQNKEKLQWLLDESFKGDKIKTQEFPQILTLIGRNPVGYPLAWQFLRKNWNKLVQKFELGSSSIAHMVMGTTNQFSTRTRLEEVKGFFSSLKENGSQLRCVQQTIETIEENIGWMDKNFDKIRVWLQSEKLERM
Starred values were filed as active, the others as inactive; u = inconclusive; x = no result given; [ ] = another dose, or the depositor's remark. Random draw from the library, and some 1.4% of all compounds hit somewhere here.

SMILES | PglD inh | RAD54 inh | PGC1a acetyl inh | E-selectin induc | miR-122 sensor | Cneo AK release | RAD52 anneal inh | ERAP1 HTS inh
CC(=O)c1cccc(-c2ccnc3c2CC(C(=O)NCc2ccncc2)O3)c1 (stereo not drawn) | -1 | -2 | x | 1.2 | 5 | 0 | 4 | -3
CCN(CC)S(=O)(=O)c1cccc(-c2nnc(SCCCC(=O)c3ccccc3)o2)c1 | -1 | -7 | x | x | -16 | 13 | x | x
COc1cccc(/C=C/c2nc(S(=O)(=O)c3ccccc3)c(N(C)C)o2)c1 | 4 | -13 | -1 | -0.7 | -6 | -2 | -20 | 1
CCOC(=O)N1CCN(S(=O)(=O)CCNC(=O)c2ccccc2)CC1 | 0 | 6 | x | -0.2 | x | 3 | 11 | -1
CCCNC(=O)C[C@H]1C[C@H]2c3cc(NC(=O)c4cccnc4)ccc3O[C@H]2[C@H](CO)O1 | -2 | 3 | 1 | 0.3 | -4[16.7 µM] | -1 | x | x
COc1ccc(Nc2nnc(-c3ccc(O)cc3)c3ccccc23)cc1C(N)=O | x | x | -9 | -0.1 | x | x | -10 | 3
O=[N+]([O-])c1ccccc1OCCCCN1CCCCC1 | 3 | 3 | -10 | x | 1 | 0 | x | x
O=C(Nc1ncnc2c1ncn2C1OC(COC(=O)c2ccccc2)C(F)C1O)c1ccccc1 (stereo not drawn) | -1 | 1 | -6 | x | -4 | 0 | x | x
O=C(NC(Cc1ccc(O)cc1)C(=O)O)/C(=C/c1ccccc1)NC(=O)c1ccccc1 (stereo not drawn) | -1 | 2 | x | -0.4 | x | 5 | -12 | -3
Cc1cc(NC(=O)COc2ccc3oc4ccccc4c3c2)no1 | 0 | 5 | 5 | x | 1 | -1 | x | x
CC(OC(=O)Cn1cc(C(F)(F)F)ccc1=O)C(=O)N(C)c1ccccc1 (stereo not drawn) | -4 | 4 | 5 | -0.3 | -5 | 0 | -1 | 0
COc1ccccc1NS(=O)(=O)c1ccc(NC(=O)c2nc3nc(C)cc(C(F)F)n3n2)cc1 | 0 | 7 | 1 | x | -5 | 0 | x | x
O=c1cc(N2CCC3(CC2)OCCO3)[nH]c(=O)n1-c1ccc(Cl)cc1 | -8 | 8 | 19 | x | 34 | 1 | -3 | -4
C[C@H](CO)N1C[C@H](C)[C@H](CN(C)C(=O)Cc2ccccc2)OCCCC[C@H](C)Oc2ccc(NC(=O)C3CCCCC3)cc2C1=O | 0 | -8 | -10 | -0.1 | -1[16.7 µM] | -4 | x | x
O=C1/C(=C/c2ccccc2)CSc2sccc21 | -1 | -7 | -1 | x | -2 | -1 | x | x
CCC(=O)Nc1ccc2c(c1)OC[C@H](C)N(Cc1ccccc1C(=O)O)C[C@@H](C)[C@@H](OC)CN(C)C2=O | 5 | 18 | -10 | -0.2 | -1[16.7 µM] | 0 | 1 | -5
CCc1cc(C(=O)c2ccc(OC)cc2)c(NC(=O)CN2CCCCC2)s1 | -6 | 15 | -7 | 0.1 | 1 | 0 | -3 | -2
COc1cc(OC)c(C(=O)NNC(=O)c2ccc(NS(=O)(=O)c3cccs3)cc2)cc1OC | 4 | 5 | 12 | 0.0 | -7 | 3 | 5 | 5
CCCn1c2ccccc2c2cnn(CC(=O)NCCCOC)c(=O)c21 | -3 | -8 | 3 | 0.1 | -9 | -2 | 13 | 1
COC(=O)/C=C1\SC(=NC(=O)c2ccc(-c3ccccc3)cc2)NC1=O | 4 | -2 | -1 | -0.3 | x | -1 | -24 | 4
O=C(Nc1cccc(F)c1)N1CCCCN2[C@H](CO)[C@H](c3ccc(-c4ccccc4F)cc3)[C@H]2C1 | 4 | -3 | -13 | -0.8 | -7[16.7 µM] | 4 | -35 | -1
C[C@@H]1CN([C@H](C)CO)C(=O)c2cc(NC(=O)Nc3ccccc3)ccc2O[C@@H](C)CCCCO[C@H]1CN(C)C | -1 | 1 | -1 | -0.1 | 8[16.7 µM] | 0 | 14 | -1
CCN(C[C@H]1N[C@@](Cc2ccccc2)(C(=O)OC)[C@H]2C(=O)N(Cc3ccccc3)C(=O)[C@@H]12)C(=O)COC | -4 | -2 | 4 | 0.5 | -3 | -1 | 1 | 0
C[C@@H]1CN([C@H](C)CO)C(=O)c2cc(NS(=O)(=O)c3ccccc3)ccc2O[C@@H]1CN(C)Cc1ccc(C(=O)Nc2ccccc2N)cc1 | -3 | 3 | 1 | 2.6 | 19[16.7 µM] | -4 | -10 | -1
Cc1cc(C(=O)Nc2ccc3c(c2)C(=O)N(C)[C@H]2CC[C@@H](CC(=O)O)O[C@H]2CO3)no1 | -1 | 1 | 1 | -0.1 | 71[16.7 µM] | 4 | x | x
Cc1onc(-c2ccccc2)c1C(=O)N1CCCC(C)(C(=O)NS(=O)(=O)C2CC2)C1 (stereo not drawn) | 1 | 0 | 0 | -0.1 | x | 1 | -6 | 1
COc1ccc(S(=O)(=O)N2CCCCCC2)cc1C(=O)N(C)Cc1ccc(C)cc1 | 8 | -19 | x | 3.2 | 5 | 0 | -5 | -2
O=C(CNC(=O)[C@@H]1Cc2ccccc2CN1)NC1CCCCC1 | -1 | -8 | -2 | 0.1 | 1 | 0 | -8 | -3
C[C@H]1CN([C@@H](C)CO)C(=O)c2cccc(NC(=O)C3CCOCC3)c2O[C@H]1CN(C)C(=O)NC1CCCCC1 | -1 | -3 | 27 | 0.0 | 0[16.7 µM] | 8 | -3 | 3
O=C(NC(=S)NC1CCCCC1)c1ccc(F)cc1 | 3 | -8 | x | x | 12 | 32 | -9 | -1
CC(C)N1CCC(N2CCN(Cc3ccc(-c4ccccc4Cl)o3)CC2CCO)CC1 (stereo not drawn) | 1 | 13 | -10 | x | 0 | -1 | 2 | 3
C[C@H](CO)N1C[C@H](C)[C@H](CN(C)Cc2ccc(-c3ccccc3)cc2)Oc2c(NC(=O)c3ccc(-c4nccs4)cc3)cccc2C1=O | -4 | -8 | 15 | -0.4 | 20[16.7 µM] | -1 | -31 | 1
COc1ccc(N2CCN(C(=O)CCCC(=O)c3ccccc3)CC2)cc1 | -1 | -2 | 3 | -0.2 | 2 | -7 | -12 | x
O=c1[nH]cnc2c1ncn2[C@@H]1O[C@H](COS(=O)(=O)O)[C@@H](O)[C@H]1O | 0 | 3 | -7 | 0.1 | -4 | 1 | -19 | -1
CCOCCCn1c(SCC(=O)NC(C)C)nc2ccccc2c1=O | 3 | 3 | -8 | x | x | -4 | x | x
CN(C)CCC(=O)c1ccc(F)cc1 | 1 | -8 | -1 | x | 4 | 0 | 2 | 1
Cc1noc(C)c1NC(=O)Nc1ccc2c(c1)C(=O)N([C@@H](C)CO)C[C@@H](C)[C@H](CN(C)CC1CC1)OCCCC[C@H](C)O2 | 2 | -1 | 15 | 0.3 | -3[16.7 µM] | 1 | -4 | 0
CC(C)C[C@H]1COCCS(=O)(=O)N1Cc1ccccc1F | 6 | -5 | -15 | -0.2 | 2 | -1 | -13 | x
CC[C@]12c3[nH]c4ccccc4c3CCN1C(=O)C(CC(=O)NCC13CC4CC(CC(C4)C1)C3)C[C@@H]2C(=O)N1CCN(C(=O)C2CC2)CC1 (stereo partly drawn) | -4 | -3 | x | -0.1 | -13 | 1 | 1 | -2
COC(=O)c1ccccc1NC(=O)CN(C1CCCCC1)S(C)(=O)=O | -4 | -10 | -5 | x | -7 | -1 | x | x
CSCc1ccc(C(=O)N2CCC(CCC(=O)N(C)Cc3ccccc3)CC2)o1 | 0 | 2 | -4 | 2.6 | 3 | 0 | -6 | -2
C[C@H]1CN([C@@H](C)CO)C(=O)c2cccc(NS(=O)(=O)c3ccccc3)c2O[C@@H]1CN(C)Cc1ccccc1 | 2 | -5 | -9 | 0.0 | 50[16.7 µM] | 2 | 16 | 1
COC(=O)CNC(=O)CNC(=O)Nc1ccccc1 | -1 | 0 | -3 | x | -1 | 1 | -6 | 3
CCOC(=O)C1(CC2CC2)CCN(C(=O)c2cccnc2C)CC1 | -1 | -7 | 1 | 7.6 | -3 | 1 | -13 | -1
O=C(CSc1nc2nc3c(cc2c(=O)n1-c1ccccc1)CCCC3)Nc1cccc2ccccc12 | -1 | -5 | x | x | x | -2 | -40 | -4
O=C(CN1CCCc2ccccc21)Nc1cc(S(=O)(=O)N2CCCC2)ccc1Cl | 0 | 7 | -2 | x | 16 | -3 | -93 | -2
c1ccc2c(c1)oc1c(N3CCN(Cc4ccc5c(c4)OCO5)CC3)ncnc12 | 4 | 12 | x | x | -7 | 34 | x | x
Cc1nc2sc(C(c3cccs3)N3CCOCC3)c(O)n2n1 (stereo not drawn) | -1 | -4 | x | 2.1 | x | 1 | -16 | -9
CCCCN(C(=O)c1c(C)noc1C)c1c(N)n(CCC)c(=O)[nH]c1=O | 0 | 6 | 7 | -1.1 | -2 | 1 | -5 | -1
O=C(N[C@@H]1C=C[C@@H](CC(=O)N2CCOCC2)O[C@H]1CO)c1ccc2c(c1)OCO2 | -1 | 2 | 0 | 0.6 | x | 5 | -3 | 0
CCCCS(=O)CC(COC)OC(=O)c1ccccc1 (stereo not drawn) | 1 | -2 | 9 | x | 1 | 3 | 1 | -2
COc1ccc(C)cc1NC(=O)c1nn(C)c(C(=O)Nc2cc(C)ccc2OC)c1[N+](=O)[O-] | -3 | 0 | 3 | x | -4 | 11 | -3 | 0
O=C(c1ccccc1Cl)N(Cc1ccc(Cl)c(Cl)c1)N1C(=O)CCCC1=O | -1 | 3 | 0 | 0.1 | -1 | -1 | -6 | x
Cc1nn(C)c(C)c1S(=O)(=O)N1CCCC(C(=O)NCCc2ccc(Cl)cc2)C1 (stereo not drawn) | 0 | -9 | -2 | 0.0 | x | 0 | -8 | -1
C[C@@H]1CN([C@H](C)CO)C(=O)c2cc(NS(C)(=O)=O)ccc2O[C@H]1CN(C)Cc1ccccc1 | 2 | 1 | 0 | 0.7 | -11[16.7 µM] | -5 | 2 | 3
CCc1ccc(C2=CSC3=NCCN23)cc1 | 0 | -9 | -18 | -0.1 | -3 | 2 | -4 | -5
COc1ccc(-c2cc(C(=O)NCCN3CCOCC3)c3ccccc3n2)cc1 | 6 | -5 | 5 | x | 0 | -1 | x | x
CNCC(O)COc1cccc(OC)c1 (stereo not drawn) | 2 | -10 | 3 | 0.3 | x | 0 | -13 | -3
C/C(=N\Nc1nc(C)cc(-c2ccccc2)n1)c1cccc(N)c1 | 7 | -6 | 5 | u | 1 | -3 | -16 | 2
Cc1ccc(NC(=S)N2CCOCC2)c(C)c1 | -1 | -4 | 4 | x | -4 | 0 | x | x
O=C(CCC1CCCN(C(=O)c2ccsc2)C1)N1CCN(c2ccccn2)CC1 (stereo not drawn) | 3 | -3 | -8 | -2.8 | -9 | -1 | -7 | -1

Full records as entered above. Order of screens: PglD inh	RAD54 inh	PGC1a acetyl inh	E-selectin induc	miR-122 sensor	Cneo AK release	RAD52 anneal inh	ERAP1 HTS inh
Shown for `C[C@H](CO)N1C[C@H](C)[C@H](CN(C)Cc2ccc(-c3ccccc3)cc2)Oc2c(NC(=O)c3ccc(-c4nccs4)cc3)cccc2C1=O` : -4	-8	15	-0.4	20[16.7 µM]	-1	-31	1
Shown for `CCOC(=O)N1CCN(S(=O)(=O)CCNC(=O)c2ccccc2)CC1` : 0	6	x	-0.2	x	3	11	-1
Shown for `CC(C)N1CCC(N2CCN(Cc3ccc(-c4ccccc4Cl)o3)CC2CCO)CC1` (stereo not drawn) : 1	13	-10	x	0	-1	2	3
